Screening results from PubChem BioAssay.
PLAP inhibition: inhibition of human placental alkaline phosphatase – biochemical, luminescence, HTS (AID 690) | purified PLAP, luminescent substrate; higher % means a stronger effect | one-dose inhibition, % at 20 µM; IC50 in µM for titrated hits | 0.08% of 96,000 active; in the data active = a potency from the dose series; inactive = the rest, 99 in 100 with inhibition below about 30%; note: strong numbers were not always called active
Bcl-B TR3 displacers: displacers of TR3 peptide from Bcl-B, primary screen, selectivity assay for Bfl-1 inhibitor project, biochemical, fluorescence polarization; FP displacement of FITC-TR3 peptide from Bcl-B; higher % means a stronger effect; one-dose displacement, % at 20 µM; IC50 in µM for titrated hits; 0.11% of 96,000 active;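 active = displacement above 50% at 20 µM plus a fluorescence interference ratio under 1.5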;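 note: plate controls were wells without compound for no effect and wells lacking Bcl-B protein for full effect; a part of the inactive calls stands beside numbers as strong as those of hits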
IL1B NFkB inh: blocks IL-1B driven NFkB nuclear translocation in HUVEC cells; 0.43% of 94,000 active; inhibition, % at 2 µM; HUVEC IL-1B NFkB p65 nuclear translocation imaging;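 active = inhibition above about 30% together with a positive call from visual inspection of the well image, limit read from the data; inconclusive = inhibition above a set limit but visual check negative; inactive = inhibition not above a set limit, visual check negative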;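 note: nuclear over cytoplasmic p65 intensity ratio measured by imaging; 0% = IL-1B stimulated DMSO wells and 100% = unstimulated DMSO wells; values of inactives mirror those of a sister screen read the other way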
NFkB transloc pot: enhances IL-1B driven NFkB nuclear translocation. HUVEC IL-1B NFkB p65 nuclear translocation imaging. activation, % at 2 µM. 0.3% of 94,000 active;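 active = activation above 40%, about the mean plus 3 SD, also judged a hit on visual image review; inconclusive = activation above 40% but not a hit on visual review; inactive = activation not above 40% and no visual hit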;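 note: percent activation is computed from the nuclear over cytoplasmic p65 intensity ratio; values of inactives mirror those of a sister screen read the other way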
MRP reversal: MRP-mediated drug resistance reversal | H69AR cells + 2 uM doxorubicin, CellTiter-Glo, 72 h | differential viability (reversal), % at 10 µM | 0.04% of 85,000 active;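 active = viability drop by adding the cancer drug above about 55%, with treated viability meeting a 40% cutoff, limit read from the data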;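 note: viability without doxorubicin minus viability with 2 µM doxorubicin for each compound; larger differential means the compound sensitizes cells more to doxorubicin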
MRP reversal cytotoxicity: second read-out of MRP reversal, no call of its own (marks repeat the call); viability, %; H69AR cells, CellTiter-Glo, 72 h; measured here: cytotoxicity without doxorubicin
MRP reversal with doxorubicin: recorded beside MRP reversal, whose call it bears; viability, %; measured here: viability with 2 uM doxorubicin; hits give low values
IL1B NFkB inh cell count 2 µM: second read-out of IL1B NFkB inh, no call of its own (marks repeat the call); cell count; measured here: cells passing quality filter;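 raw number of nuclei counted in each imaged well without normalization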
NFkB transloc pot cell count 2 µM: further read-out of NFkB transloc pot, marked with its call; cell count; measured here: cells passing quality filter
An asterisk follows results filed as active; ? = inconclusive; . = no result given. Only part of the results is shown; rates above refer to the full screens.

SMILES	PLAP inhibition	Bcl-B TR3 displacers	IL1B NFkB inh	IL1B NFkB inh cell count 2 µM	NFkB transloc pot	NFkB transloc pot cell count 2 µM	MRP reversal	MRP reversal cytotoxicity	MRP reversal with doxorubicin
Cc1csc(NC(=O)C2CCCN(S(=O)(=O)c3cnc[nH]3)C2)n1 (centres undefined)	-15%	-7%	14	160	-14	160	4	94	91
O=C(Nc1ccccc1Cl)N1CCN(c2ccc3nnc(-c4ccc(F)cc4)n3n2)CC1	-35%	4%	10	130	-10	130	.	.	.
CCN(CC)S(=O)(=O)c1ccc(C(=O)N2CCN=C2SC)cc1	6%	-1%	.	.	.	.	8	88	79
CC(NC(=O)c1cccs1)c1ccc2c(c1)OCO2 (centres undefined)	6%	-4%	9	84	-9	84	0	94	95
O=C(COc1ccc(Cl)cc1Cl)NCCSc1ccc(Cl)cc1	14%	1%	-10	151	10	151	14	103	90
COc1ccc(NC(=O)OCC(C)C)cc1OC	19%	3%	-13	126	13	126	5	84	79
c1ccc(-c2cc3c(-n4cccc4)ncnc3o2)cc1	10%	-5%	-33	119	33	119	-15	51	66
CCOc1ccc(S(=O)(=O)Nc2cc(C)ccn2)c2ccccc12	17%	-2%	8	105	-8	105	12	92	80
Cc1ccccc1OCCOc1cccc(/C=N/NC(=O)Cc2nnc(N)s2)c1	6%	0%	-12	153	12	153	.	.	.
CCc1nnc(NC(=O)CSc2nnc(Cc3ccc(OC)cc3)o2)s1	-5%	-4%	-1	189	1	189	19	107	88
Cn1c(SCC(=O)N2CCOCC2)nnc1-c1cccc(NC(=O)c2ccccc2)c1	2%	-7%	-3	95	3	95	9	106	97
CC(C)(C)C(=O)Nc1cccc(-c2nc3ccccc3c(=O)o2)c1	6%	4%	-18	102	18	102	-7	96	102
Cc1nc2ccccn2c1/C(O)=C1\C(=O)C(=O)N(CCN2CCOCC2)C1c1cccnc1 (centres undefined)	-16%	27%	4	159	-4	159	11	102	91
COCc1nnc(NC(=O)CSc2ccccc2)s1	-12%	-3%	-14	108	14	108	-15	89	104
CCOC(=O)C1CCCN(c2c(NCCCN(C)c3ccccc3)c(=O)c2=O)C1 (centres undefined)	-12%	3%	12	175	-12	175	-4	79	83
CC(C)n1c(SCC(=O)N2c3ccccc3Sc3ccccc32)nc2c1c(=O)n(C)c(=O)n2C	-43%	8%	1	102	-1	102	-5	71	76
N#Cc1cccc(NC(=O)CN2NS(=O)(=O)c3ccccc3C2=O)c1	10%	-1%	-4	175	5	175	19	105	86
COC(=O)c1[nH]nc2c1C(=O)N(Cc1ccccc1)C2=O	-1%	4%	5	185	-5	185	4	90	87
CCOCCSC1=C(C#N)C(c2cccs2)C(C(C)=O)=C(C)N1 (centres undefined)	4%	-7%	-6	138	6	138	8	83	74
CC(C)=CC/C=C1\CCC(C(=O)O)C(C(=O)O)C1 (centres undefined)	8%	-8%	-7	159	7	159	23	99	76
COc1cccc(C2C(C(=O)c3ccc(C)o3)=C(O)C(=O)N2CCCN(C)C)c1 (centres undefined)	.	.	-3	179	3	179	-9	96	105
CC(C)C(=O)Nc1nc2c(ncn2C2CC(O)C(CO)O2)c(=O)[nH]1 (centres undefined)	18%	-6%	-13	187	13	187	-7	96	103
Fc1ccc(-c2nc3n(n2)Cc2ccccc2-3)cc1	3%	3%	2	152	-2	152	7	37	29
c1ccc(Cn2nnnc2C(c2cccnc2)N2CCN(c3ccccc3)CC2)cc1 (centres undefined)	-37%	-4%	9	125	-9	125	10	95	85
O=C(Nc1ccc(Cc2ccncc2)cc1)C1CCC(N2C(=O)C3C4C=CC(C5CC45)C3C2=O)CC1 (centres undefined)	14%	10%	12	160	-12	160	-9	59	68
c1ccc(OCc2nn3c(-c4n[nH]c5c4CCC5)nnc3s2)cc1	-53%	33%	.	.	.	.	-10	66	76
Clc1ccccc1-c1nc(N/N=C/c2cccnc2)c2ccccc2n1	1%	-4%	7	172	-7	172	9	90	81
CN(C)c1ccc(-c2nn3c(-c4cccnc4)nnc3s2)cc1	-19%	14%	.	.	.	.	-9	78	87
CCOC(=O)c1nnc2c(Br)c(-c3ccccc3)nn2c1C	.	.	-2	128	2	128	18	95	77
COC(=O)c1cc(OC)c(OC)cc1NC(=O)c1c(C)noc1C	.	.	-7	133	7	133	7	89	82
Cc1cc(C)nc(N2CCCC(C(=O)NCCc3ccccc3F)C2)n1 (centres undefined)	14%	3%	-6	108	6	108	2	93	90
Cc1cc(=O)[nH]c(SCCCOc2ccc3c(c2)CCC3)n1	-10%	1%	-17	161	17	161	-8	72	80
Cc1cccc(NC(=O)CCN2C(=O)C3C4CCC(C4)C3C2=O)c1C (centres undefined)	-24%	4%	-60	134	?	.	.	.	.
COc1cc(CNCCCN2CCOCC2)ccc1OCC(=O)Nc1cccc(C(F)(F)F)c1	-30%	-1%	13	108	-13	108	.	.	.
Cc1ccc(S(=O)(=O)NCCCC(=O)C=[N+]=[N-])cc1	-11%	3%	-1	138	1	138	2	98	96
COCCCNCC(=O)c1c(N)n(Cc2ccccc2)c(=O)n(C)c1=O	3%	1%	-2	110	2	110	16	102	86
CCCCCCn1c(-c2ccco2)nc2oc3cc(OC)ccc3c(=O)c2c1=O	-28%	16%	-26	102	26	102	.	.	.
COc1ccc2c(c1)C1(Nc3ccccc3C(=O)N1c1ccccc1)C(=O)N2 (centres undefined)	-7%	-4%	-13	122	13	122	-16	92	108
CCN(CC)C(=O)CSc1nc(-c2ccco2)cc(C(F)(F)F)c1C#N	.	.	5	87	-5	87	-5	57	62
Cc1ccc(C)c(NC(=O)CN2C(=O)CNC2=O)c1	13%	0%	4	173	-4	173	.	.	.

Compound profiles (already shown):
Cc1cc(=O)[nH]c(SCCCOc2ccc3c(c2)CCC3)n1 across the screens: PLAP inhibition = -10%; Bcl-B TR3 displacers = 1%; IL1B NFkB inh = -17; IL1B NFkB inh cell count 2 µM = 161; NFkB transloc pot = 17; NFkB transloc pot cell count 2 µM = 161; MRP reversal = -8; MRP reversal cytotoxicity = 72; MRP reversal with doxorubicin = 80
COC(=O)c1cc(OC)c(OC)cc1NC(=O)c1c(C)noc1C across the screens: PLAP inhibition = .; Bcl-B TR3 displacers = .; IL1B NFkB inh = -7; IL1B NFkB inh cell count 2 µM = 133; NFkB transloc pot = 7; NFkB transloc pot cell count 2 µM = 133; MRP reversal = 7; MRP reversal cytotoxicity = 89; MRP reversal with doxorubicin = 82

Further records:
SMILES	PLAP inhibition	Bcl-B TR3 displacers	IL1B NFkB inh	IL1B NFkB inh cell count 2 µM	NFkB transloc pot	NFkB transloc pot cell count 2 µM	MRP reversal	MRP reversal cytotoxicity	MRP reversal with doxorubicin
C=CCOc1c(Br)cc(CNn2nnnc2N)cc1OC	13%	-5%	-9	154	9	154	0	89	89
COc1cc2c(cc1OC)CN(C(=O)c1cc(=O)c3ccccc3o1)CC2	2%	8%	-22	155	22	155	-52	18	70
COC(=O)c1ccc(COC(=O)c2ccc(-n3cnnn3)cc2)o1	-20%	-20%	-20	184	20	184	9	95	86
COc1cccc(-c2nnc(SCC(=O)OC(C)C)n2Cc2ccco2)c1	-23%	-2%	15	216	-15	216	10	86	76
CCOC(=O)/C(C(=O)Nc1ccccc1Cl)=C1/NC(C)(C)Cc2ccccc21	-32%	1%	-4	196	4	196	.	.	.
Cc1c(/C=C/C(=O)c2ccc(Cl)s2)cnn1C	.	.	-10	89	10	89	-9	61	70
CCOC(=O)N1CCN(C(=O)CSc2nnc(-c3cccs3)o2)CC1	5%	11%	14	148	-14	148	7	100	93
S=C(NCCC(c1ccccc1)c1ccccc1)Nc1cccc(Cl)c1	-42%	-14%	0	177	0	177	.	.	.
O=S(=O)(c1ccc(F)cc1)N1CN(Cc2ccco2)c2nc3ccccc3nc21	-55%	10%	-4	157	3	157	2	80	79
CCc1cccc(C)c1NC(=O)C1=C(C(=O)O)CCCC1	-1%	-1%	5	110	-5	110	-4	87	91
CCCOc1ccc(C(=O)NC(C)C(=O)O)cc1 (centres undefined)	-5%	2%	8	126	-8	126	3	99	96
Cc1cc(-c2ccccc2)nc(N2CCC(C(=O)NC(C)C)CC2)n1	4%	-2%	9	85	-9	85	-21	62	83
CC1CCC/C(=N\NC(=S)NCc2ccccc2)C1 (centres undefined)	-3%	-1%	-8	182	8	182	1	99	98
O=C(Cn1c(=O)n(-c2cccc(Cl)c2)c(=O)n1CC(=O)N1CCCCC1)N1CCCCC1	0%	-5%	-14	177	14	177	-1	99	100
CCN(CC)P1(=O)OC(c2cc(OC)c(OC)c(OC)c2)=Nc2c1c(C)nn2-c1ccccc1 (centres undefined)	-61%	-4%	-5	105	5	105	-20	28	48
CC1CCCCN1S(=O)(=O)c1ccc(S(=O)(=O)N2CCN(c3ccc(F)cc3)CC2)cc1 (centres undefined)	10%	-9%	1	77	-1	77	-10	19	29
CCOC(=O)c1[nH]c2ccc(OC)cc2c1NS(=O)(=O)c1ccc(OC)cc1OC	14%	-7%	10	120	-10	120	4	88	85
CCOc1ccc(S(=O)(=O)Nc2cc(Sc3ncn[nH]3)c3oc(=O)sc3c2)cc1	-48%	3%	1	110	-1	110	.	.	.
O=C(CN(CCN1CCOCC1)C(=O)Cn1nnc(-c2ccc(F)cc2)n1)NC1CCCCC1	-44%	3%	-4	169	4	169	3	84	81
Fc1ccc2c(c1)C(c1ccncc1)=NNC(c1ccc(Cl)cc1)=N2	20%	-12%	7	165	-7	165	.	.	.
CCP(=O)(CC)C(C)(C)CP(=O)(c1ccccc1)c1ccccc1	.	-38%	-1	204	1	204	.	.	.
O=C(COC(=O)C1COc2ccccc2O1)NC(=O)NC1CCCCC1 (centres undefined)	24%	0%	-13	125	13	125	.	.	.
Cn1c(=O)[nH]c(=O)c2c1nc(N1CCCCCC1)n2CC(=O)c1ccccc1	8%	3%	.	.	.	.	-18	73	91
CCOC(=O)N1CCN(Cc2cc(=O)oc3ccc(Cl)cc23)CC1	-29%	-2%	-7	123	7	123	16	87	71
COc1cc2c(cc1OC)C(C(=O)Nc1ccc3c(c1)OCCO3)C(c1cccnc1)N(C)C2=O (centres undefined)	-36%	6%	-43	175	?	.	7	93	87
CCOC(=O)C(C(=O)NCCCN1CCOCC1)C1CCCCC1 (centres undefined)	.	.	0	106	0	106	-6	102	108
Cn1c(N)c(C(=O)c2cc(-c3ccccn3)nc3ccccc23)c(=O)[nH]c1=O	-105%	-1%	-6	112	6	112	-21	85	106
O=C(CCN1CCOCC1)c1ccccc1	6%	14%	3	178	-3	178	3	79	76
Cc1cc(=O)[nH]c(SCc2cc(Cl)ccc2OC(F)F)n1	8%	1%	.	.	.	.	24	93	69
O=C(O)c1ccc(CNC(=O)c2ccc(Br)o2)cc1	0%	5%	.	.	.	.	13	95	82
O=C(CSc1cccc(C(F)(F)F)c1)NC(=O)NCc1ccco1	18%	-3%	.	.	.	.	-13	100	113
C=CCn1c(C)cc(C(=O)CSc2nnc(NC(C)C)s2)c1C	1%	-6%	6	144	-6	144	.	.	.
COc1ccc2sc(NC(C)=O)nc2c1	16%	5%	17	96	-17	96	5	91	86
Cc1cc(N2CCN(Cc3ccccc3)CC2)n2nc(C)c(-c3ccccc3)c2n1	14%	-5%	-17	125	17	125	-39	19	58
COc1cc(C(=O)NCCOc2cccc(C)c2)c(Br)c(OC)c1OC	-4%	4%	-6	150	6	150	.	.	.
COC(=O)CN1C(=O)C2(C(C#N)=C(N)Oc3n[nH]c(-c4cccs4)c32)c2ccccc21 (centres undefined)	-43%	-1%	6	53	-6	53	5	91	86
Cc1nnc(Nc2ccc(Cl)cc2)n(N)c1=O	6%	-9%	-6	155	6	155	.	.	.
O=S(=O)(NC1CCCCC1)c1cccc(-c2nnc(-c3ccccc3)o2)c1	18%	0%	2	112	-2	112	-17	86	103
O=C(c1ccc(CS(=O)(=O)c2ccc(Br)cc2)o1)N1CCN(c2ccccn2)CC1	-46%	20%	-4	47	4	47	-1	73	74
